# From PubChem BioAssay
# PNC inhibitor: High Content Assay for Compounds that inhibit the Assembly of the Perinucleolar Compartment; PC3M PTB-GFP, PNC prevalence imaging, 16 h; active compounds read low; activity change (PNC), negative = inhibition, % at 10 µM; 140,000 tested, 3.1% active; AID 2417, 2010;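 active = readout at or below -70, meaning at least 70% loss of cells showing the perinucleolar compartment, a nuclear body marking cancer cells; inconclusive = readout between -30 and a set limit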;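 note: plate controls were DMSO wells for no effect and camptothecin positive control wells for full effect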
#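 Read-out is percentage of cells bearing a perinucleolar compartment, from automated 20x imaging of fixed, Hoechst-stained PC3M PTB-GFP cells. Cells were seeded 4 h, then exposed 16 h to compound (23 nl of library stock) in duplicate plates.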
# 15-hLO-2 inh: qHTS Assay for Inhibitors of 15-hLO-2 (15-human lipoxygenase 2). purified 15hLO-2, xylenol orange hydroperoxide absorbance. Potency, µM (doses to about 57.1 µM), without a hit: at the top dose activity change, negative = inhibition, most hits filed as inhibitors. 110,000 tested, 0.56% active; note: potency is the fitted concentration of half-maximal effect; nearly all actives have a fitted effect of over 60% in size; many of its hits are not listed in these tables
# Target sequence (O15296 whole entry, looked up): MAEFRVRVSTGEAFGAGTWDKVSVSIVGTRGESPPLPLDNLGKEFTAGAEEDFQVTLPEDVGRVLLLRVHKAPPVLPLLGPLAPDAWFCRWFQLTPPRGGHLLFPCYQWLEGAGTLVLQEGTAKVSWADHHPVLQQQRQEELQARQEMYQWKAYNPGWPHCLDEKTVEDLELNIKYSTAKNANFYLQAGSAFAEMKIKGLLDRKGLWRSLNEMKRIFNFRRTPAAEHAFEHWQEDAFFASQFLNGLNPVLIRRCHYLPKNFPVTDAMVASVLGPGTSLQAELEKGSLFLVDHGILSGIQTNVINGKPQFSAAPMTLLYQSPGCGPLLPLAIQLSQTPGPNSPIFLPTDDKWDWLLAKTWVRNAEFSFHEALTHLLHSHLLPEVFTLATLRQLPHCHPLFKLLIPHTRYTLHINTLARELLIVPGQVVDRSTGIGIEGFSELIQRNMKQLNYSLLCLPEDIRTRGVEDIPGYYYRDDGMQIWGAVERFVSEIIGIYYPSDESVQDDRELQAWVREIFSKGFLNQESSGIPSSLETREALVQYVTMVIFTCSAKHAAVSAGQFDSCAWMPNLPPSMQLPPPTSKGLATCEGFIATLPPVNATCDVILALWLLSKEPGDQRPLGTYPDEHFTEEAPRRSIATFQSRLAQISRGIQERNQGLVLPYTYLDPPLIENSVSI
#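 Purified human 15hLO-2 (50 nM) preincubated 15 min with compound, then 45 uM arachidonic acid for 90 min at RT in 25 mM Hepes pH 7.5, 0.01% Triton X-100. Hydroperoxide detected by Fe-xylenol orange; 573/405 nm absorbance ratio.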
# 12-hLO inh: qHTS Assay for Inhibitors of 12-hLO (12-human lipoxygenase). Polyunsaturated fatty acid lipoxygenase ALOX12 (Homo sapiens), P18054. purified 12-hLO, xylenol orange hydroperoxide absorbance. 150,000 tested, 0.12% active. AID 1452, 2008. Potency, µM (highest dose often 57.1 µM), for the others: at the top dose activity change, negative = inhibition, usual class: inhibitors; note: potency is the fitted concentration of half-maximal effect; nearly all actives have a fitted effect of over 55% in size; many of its hits are not listed in these tables
#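 Lipoxygenase turnover measured by absorbance at 573 and 405 nm after Fe-XO development. Human 12hLO 150 nM, arachidonate 40 uM, pH 7.0 Hepes buffer with detergent; 15 min compound preincubation, 30 min reaction.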
# IMPase inh: qHTS Assay for Identifying the Cell-Membrane Permeable IMPase Inhibitors; CHO-M1 cells, IP1 accumulation, HTRF TR-FRET ratio; inhibition (IP1 accumulation), % at 46.1 µM; 120,000 tested, under 10 active; active = well fitted curve in the direction sought with a large enough effect in the signal ratio, not every such curve was filed as active; inconclusive = small, poorly fitted or top-dose-only effect, or a change in a side signal; inactive = no such curve, though single readings can be large or run the other way; the % refers to the signal ratio;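 note: cells stimulated with carbachol in lithium chloride buffer; plate controls were DMSO basal wells for no effect and reference inhibitor wells for full effect; higher means more IMPase inhibition seen as more IP1 and lower FRET ratio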
# Target sequence (P97697 whole entry, looked up): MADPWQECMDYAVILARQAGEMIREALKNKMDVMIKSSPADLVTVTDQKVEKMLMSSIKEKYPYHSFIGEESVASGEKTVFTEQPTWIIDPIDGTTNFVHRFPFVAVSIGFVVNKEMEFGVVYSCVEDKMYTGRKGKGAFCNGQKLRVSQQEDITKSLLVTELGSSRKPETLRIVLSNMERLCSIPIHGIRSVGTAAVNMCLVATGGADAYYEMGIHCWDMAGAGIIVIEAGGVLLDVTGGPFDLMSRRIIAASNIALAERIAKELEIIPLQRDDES
#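 Cellular IMPase inhibition is scored as a rise in cytosolic IP1, detected by competitive TR-FRET between d2-labelled IP1 and a europium anti-IP1 antibody. M1-expressing CHO cells were stimulated with carbachol for 30 min at 37C, with lithium (50 mM LiCl) present in the buffer.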
# * hit, by the source's call; ? = inconclusive; . = no result given; [ ] = another dose, or the depositor's remark. Unless noted, calls come from the whole dose curve; as a rule, active = well fitted curve in the direction sought with a large enough effect; inconclusive = small, poorly fitted or top-dose-only effect, or another doubt; inactive = no such curve, though single readings can be large; an effect the other way counts as inactive or inconclusive. Unless noted, % is set by controls: 0 for no effect and ±100 for the full control effect. Not all compounds are listed; rates above refer to the full screens.
SMILES,PNC inhibitor,15-hLO-2 inh,12-hLO inh,IMPase inh
Cc1nnc(SCCn2c(N3CCN(Cc4ccccc4)CC3)nc3c2c(=O)[nH]c(=O)n3C)s1,14.5,-3.2%,1.1%,6.5
CCNS(=O)(=O)c1c(C)cc(N2CCCC2=O)cc1C,-6.7,1.6%,-5.4%,1.5
CCCCN(C)CCCNC(=O)c1cccc(N2CCCC2=O)c1,-0.1,1.9%,6.2%,3.2
O=C(CNC(=O)c1cccs1)NC1=NCCS1,30.9,13.6%[11.4 µM],8.0%,3.0[1.84 µM]
CN1C(=O)CC(N2CCN(C(c3ccccc3)c3ccccc3)CC2)C1=O (configuration not stated),10.7,5.4%,-2.5%,9.6
CCOC(=O)N1CCN(Cc2nc3c(c(=O)n(C)c(=O)n3C)n2Cc2ccccc2C)CC1,-17.3,-6.1%,-4.7%,11.3
Nc1cc(=O)[nH]c(=O)n1Cc1ccco1,48.0,0.2%,4.7%,-1.0
N#Cc1c(C(F)(F)F)cc(-c2ccccc2)nc1SCC(=O)Nc1sc2c(c1C#N)CCC2,102.5,-1.2%,4.7%,-9.8
Cc1cc(C)nc(NC(=NCCc2c[nH]c3ccccc23)NC(=O)Nc2ccc(Cl)c(Cl)c2)n1,4.6,.,-0.1%,.
CC1CN(C2CCCCC2)c2nc3c(c(=O)n(C)c(=O)n3C)n2C1 (configuration not stated),51.5,-10.6%,9.0%,-2.0
Cc1ccc(C#N)cc1,.,-1.4%,-3.1%,.
NS(=O)(=O)c1ccc(NCc2c(F)cccc2Cl)cc1,?,2.3%,-4.4%,-10.2
Cc1cc(N2C(=O)C3C4C=CC(C4)C3C2=O)ccc1Br (configuration not stated),?,-5.5%,-1.6%,2.4
Cc1ccc(C(=O)NNC(=O)Cc2cccs2)cc1,?,.,-4.6%,-0.6
O=C(CN(CCc1ccccc1)C(=O)CNS(=O)(=O)c1ccccc1)NCC1CCCO1 (configuration not stated),21.5,-0.8%,4.5%,2.7
O=C(Nc1nc2ccccc2[nH]1)C12CC3CC(CC(C3)C1)C2,3.4,61.9%[activator],-8.2%,-4.8
Cc1ccc(S(=O)(=O)N2CCN(CC(=O)N/N=C/c3ccc(C)o3)CC2)cc1,-23.4,.,4.2%,3.3
CCN(CC)Cc1c(-c2ccccc2)[nH]c2ccc(C)cc2c1=O,-15.8,0.9%,-6.4%,2.0
Cc1ccc(C(C)NC(=O)Cn2nc(C)c([N+](=O)[O-])c2C)cc1 (configuration not stated),1.2,.,-2.9%,.
Cc1ccc(N2CC(C(=O)N/N=C/c3cccc([N+](=O)[O-])c3)CC2=O)cc1 (configuration not stated),-82.9*,8.7%[11.4 µM],0.9%,?
COc1ccc(Cl)cc1NC(=O)COC(=O)/C=C/c1c(C)nn(C2CCS(=O)(=O)C2)c1Cl (configuration not stated),1.1,-5.5%,-3.6%,-14.8
COc1cc2c(cc1O)[C@H](Cc1ccc(Oc3cc(C[C@@H]4NCCc5cc(OC)c(O)cc54)ccc3O)cc1)NCC2,63.8,.,-2.2%,.
O=C(CSc1nnc(Cc2cccs2)n1-c1ccccc1)NCc1ccc2c(c1)OCO2,?,-4.1%,-4.7%,8.6
O=C(Nc1ccc(S(=O)(=O)NCc2ccco2)cc1)c1ccc2ccccc2n1,27.7,-19.5%,1.5%,20.8
N#Cc1ccc(OCc2nnc(SCC(=O)N3CCCc4ccccc43)n2-c2ccccc2)cc1,12.2,-5.8%,-3.1%,12.5
CCOC(=O)c1cc2c(=O)n3ccccc3nc2n(CCOC)c1=NC(=O)c1ccncc1,56.3,-25.0%,-12.1%,-6.5
COc1ccc(C2(C(=O)Nc3cc(C)on3)CCOCC2)cc1,66.7,.,2.0%,-6.4
N#C/C(=C/c1ccc(-c2ccc(Br)cc2)o1)C(=O)NC1CCCCC1,40.7,.,-1.8%,.
COc1cc(C(Nc2ccc(S(=O)(=O)N3CCC(C)CC3)cc2)C(=O)NCC2CCCO2)cc(OC)c1OC (configuration not stated),-2.6,.,-1.1%,.
COn1c(-c2ccccc2)nc2ccc(Cl)cc21,-15.1,-2.4%,3.0%,-3.2
COC(=O)CC1(c2cccc3ccccc23)C(=O)c2ccccc2C1=O,21.4,2.8%,-8.4%,4.5
O=C(CSc1nc2ccccc2o1)Nc1ccc(N2CCOCC2)c(Cl)c1,31.6,-7.1%,-5.3%,7.3
O=C(c1ccc(-c2ccccc2)cc1)N1CCN(C(=O)c2ccco2)CC1,?,4.4%,-3.2%,2.3
c1ccc(CSCc2cn3ccsc3n2)cc1,45.0,-10.2%,0.6%,-10.9
COc1ccc(NC(=O)CS(=O)CC(=O)Nc2cc(Cl)ccc2OC)cc1 (configuration not stated),4.2,0.1%,-3.0%,0.8
CCCCN=Cc1sc2ccc(OCC)cc2c1O,?,?,?,1.4
COc1ccc(CCNC(=O)CSCc2ccc(Cl)cc2)cc1OC,?,.,-3.8%,.
Cc1ccc(N(CC(=O)Nc2ccccc2C(=O)N2CCOCC2)S(C)(=O)=O)cc1,21.1,.,0.0%,-3.8
COC(=O)Cn1cc(/C=N/NC(=O)c2ccc(C#N)cc2F)c2ccccc21,32.7,4.3%,-5.6%,-3.1
COc1ccc(C2=NC(c3ccccc3)CO2)cc1 (configuration not stated),-5.8,.,-2.0%,.
CCCc1n[nH]c2c1C(=O)CC(C)(C)C2,-12.4,-3.6%,-4.6%,12.8
O=C(NCc1ccc2c(c1)OCO2)c1cccc2c1C(=O)N(C1CCCCC1)C2,1.2,.,1.9%,3.3
COc1ccc(CC(=O)Nc2cccc(-c3csc(C)n3)c2)cc1,-2.8,4.9%,1.4%,-3.3
OCC1O[C@H](Oc2ccc(O)cc2)C(O)C(O)C1O (some centres not stated),.,3.1%,-2.9%,.
C[C@@H]1CCCN(C[C@@H](O)CN2CCCc3ccccc32)C1,.,0.3%[11.4 µM],-2.0%[11.4 µM],.
O=C(c1ccc(F)cc1)c1cn[nH]c1-c1ccccc1O,13.0,-1.2%,-14.5%,2.5
COc1ccccc1-c1c(C)nn2c(N3CCC(C(N)=O)CC3)cc(C)nc12,-11.9,-2.1%,2.0%,0.6
CC(C)Nc1nc(NC(C)C)nc(N(C)C(N)=O)n1,23.1,3.5%,-5.5%,2.5
O=C(NCc1ccccc1Cl)c1ccc2nc[nH]c2c1,-15.3,.,1.7%,6.5
O=C(NC(=S)N1CCc2ccccc21)c1ccccc1Br,?,.,-9.0%,2.4

# Next part, starting with the last 2 of the part before.
SMILES,PNC inhibitor,15-hLO-2 inh,12-hLO inh,IMPase inh
O=C(NCc1ccccc1Cl)c1ccc2nc[nH]c2c1,-15.3,.,1.7%,6.5
O=C(NC(=S)N1CCc2ccccc21)c1ccccc1Br,?,.,-9.0%,2.4
COc1ccc(C2OC(=O)CC2C(=O)NC(C)C)cc1 (configuration not stated),-9.9,-6.3%,-1.2%,0.5
Cc1ccc(S(=O)(=O)n2nc(OC(=O)c3c(-c4ccccc4Cl)noc3C)cc2N)cc1,?,-9.7%,-15.0%,-12.6
Cc1ccc(CC(NC(=O)c2ccccc2)C(=O)N2CCCC2C(=O)O)cc1 (configuration not stated),20.5,-0.9%,-4.2%,6.7
CCN(C(=O)COC(=O)c1ccccc1SCC(=O)NC1CCCCCCC1)C1CCS(=O)(=O)C1 (configuration not stated),-112.4*,.,-0.1%,.
CC(=O)c1cccc(S(=O)(=O)NC2CCCCCC2)c1,19.8,.,-2.5%,.
COC(=O)Cc1[nH]nc2c1C1(C(=O)N(Cc3ccc(Cl)cc3)c3ccccc31)C(C#N)=C(N)O2 (configuration not stated),4.3,-7.3%,-13.2%,4.8
CCn1c(SCC(=O)NC2CCCC2)nnc1-c1c[nH]c2ccccc12,-24.9,0.4%,-3.0%,8.5
CCOc1ccc(N2C(=O)CC(NCCc3ccncc3)C2=O)cc1 (configuration not stated),?,-6.7%,-0.8%,4.8
CCC1(C)Cc2c(sc3[nH]c(=S)n(Cc4ccccc4)c(=O)c23)CO1 (configuration not stated),-12.0,?,?,-3.3
Cc1cc(C)c(C#N)c(SCc2nnc(-c3ccccc3)o2)n1,0.6,.,-5.2%,.
Cc1nnc(NC(=O)c2ccccc2C(=O)O)s1,34.1,0.9%,4.1%,5.3
CC(C)(Oc1ccc(Cl)cc1)C(=O)N1CCN(c2ccccn2)CC1,28.2,.,-1.3%,-12.2[0.369 µM]
Nc1ccc(N2C(=O)c3ccccc3C2=O)c(Cl)c1,.,-8.9%,-2.4%,6.9
CCOC(=O)c1c(NC(=O)c2c(-c3ccccc3)noc2C)sc(C)c1-c1ccccc1,-103.1*,4.4%,-3.6%,-8.9
CN(C)Cc1ccc(F)cc1Sc1cc(Cl)ccc1Cl,-11.7,.,-8.8%,.
O=C(Cn1cnc2c(cnn2-c2ccc(Cl)cc2)c1=O)NC1CCCCC1,?,-0.2%,0.2%,10.9
CCOc1ccc(-n2c(SCC(=O)Nc3ccc4c(c3)OCO4)nc3ccccc3c2=O)cc1,?,-2.9%,-6.7%,3.3
CC(=O)N1N=C(c2ccco2)CC1c1cccs1 (configuration not stated),-2.8,-18.0%[11.4 µM],-3.4%,-6.6[1.84 µM]
CCCCC(=O)Nc1nnnn1CCC,-9.3,.,4.6%,.
COc1ccc2c(c1OC)C(=O)N(c1ccc3c(c1)CCC3)C2=O,56.5,.,2.1%,-4.1
CCOC(=O)C(NC(=O)Cc1ccccc1)(Nc1cc(C)on1)C(F)(F)F (configuration not stated),-11.4,.,0.2%,?
CCOC(=O)c1c(C)oc2ccc(OC(=O)N3CCOCC3)cc12,?,-0.6%,-2.0%,3.3
CCC(=O)NC(=S)Nc1cccc(-c2nc3ncccc3o2)c1,19.7,.,-1.9%,.
COc1ccc(NC(=O)N2CCCC(c3nc(-c4ccc(C(C)C)cc4)no3)C2)cc1 (configuration not stated),0.1,13.9%,-17.2%,8.2
Cc1ccc(OCC(=O)NCCN2CCOCC2)cc1C,16.7,-0.2%,2.3%,2.8
Cc1ccc(OCCn2cnc3ccccc3c2=O)c([N+](=O)[O-])c1,-15.2,.,0.3%,.
COc1ccc(NC(=O)CSc2nc(O)c(Cc3ccccc3)c(=O)[nH]2)cc1,?,3.6%,-4.5%,0.8
OC(COC1CCCCC1)CN1CCN(c2ccccc2)CC1 (configuration not stated),-22.9,17.9%,5.6%,10.4
CCOC(=O)C1=C(C)NC(c2ccccc2)=C(C(=O)OCc2ccc([N+](=O)[O-])cc2)[C@@H]1C#Cc1ccccc1,.,7.0%,0.7%,-10.2
CN(c1cccc(NC(=O)CN(c2ccc(Cl)c(Cl)c2)S(=O)(=O)c2ccccc2)c1)S(C)(=O)=O,-100.0*,.,-2.9%,12.9

# Entries of single compounds from above.
# Shown for `O=C(NC(=S)N1CCc2ccccc21)c1ccccc1Br` → PNC inhibitor = ?; 15-hLO-2 inh = .; 12-hLO inh = -9.0%; IMPase inh = 2.4
# Shown for `CN(C)Cc1ccc(F)cc1Sc1cc(Cl)ccc1Cl` → PNC inhibitor = -11.7; 15-hLO-2 inh = .; 12-hLO inh = -8.8%; IMPase inh = .
# Shown for `CCOC(=O)c1c(NC(=O)c2c(-c3ccccc3)noc2C)sc(C)c1-c1ccccc1` → PNC inhibitor = -103.1*; 15-hLO-2 inh = 4.4%; 12-hLO inh = -3.6%; IMPase inh = -8.9
